Assay outcomes as filed in PubChem BioAssay.
p53ts 39C kill: qHTS Screen for Compounds that Selectively Target Cancer Cells with p53 Mutations: Cytotoxicity of p53ts Cells at the Nonpermissive Temperature | H1299-p53A138V viability at 39C, ATP luminescence, 24 h | Potency, µM (highest dose often 46.1 µM), without a hit: at the highest dose activity change, negative = cell killing, actives largely listed as cytotoxic | 1.5% of 130,000 active | AID 902, 2007; also: nearly all actives have a fitted effect of over 55% in size
IkB sig inh: IkB Signaling | ABC-DLBCL IkBa-CBG/CBR dual luciferase ratio, 4 h; response scale: scaled: untreated 0%, proteasome inhibitor 100% | Potency, µM (series often up to 57.1 µM), inactives show at the top dose IkBa stabilization activation | 0.04% of 110,000 active; active = well fitted curve in the direction sought with a large enough effect in the signal ratio, not every such curve was filed as active; inconclusive = small, poorly fitted or top-dose-only effect, or a change in a side signal; the % refers to the signal ratio;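 also: the direction sought is a rising ratio; 0% = basal untreated cells and 100% = reference inhibitor full response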
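Curves were fitted separately to fusion (green), unfused (red) and ratio luminescence, then classed by r2, magnitude and activity. Cells: OCI-Ly3, 4 h compound plus doxycycline at 37C; 10 uM MG-132 defined full response.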
p53ts 32C tox: qHTS Screen for Compounds that Selectively Target Cancer Cells with p53 Mutations: Cytotoxicity of p53ts Cells at the Permissive Temperature | Potency, µM (highest dose often 46.1 µM), inactives show top-dose activity change, negative = cytotoxicity, most hits filed as cytotoxic | H1299-p53A138V at 32C, ATP luminescence viability, 24 h | 0.93% of 130,000 active;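 also: 0% = DMSO and -100% = full killing by reference compound; nearly all actives have a fitted effect of over 55% in size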
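Cells: H1299 p53ts (A138V), 600/well, pre-incubated 16–30 h at 37C. Cpd up to 46 uM, 24 h, 32C. Readout: ATPlite luminescence, 20 min RT. Normalization: DMSO vs tamoxifen 100 uM. AC50 by Hill equation.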
Imprint erasure: qHTS Assay for Compounds that Induce Erasure of Genomic Imprints; AID 1948, 2009; mouse ES Peg3-LacZ reporter, beta-gal luminescence, 40 h; Potency, µM (highest dose often 60.7 µM), inactives show at the top dose activity change, positive = activation, hits mostly activators; 0.02% of 110,000 active;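 also: 0% = negative control wells on the plate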
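Each well holds 300 Peg3LacZ-Neo (maternal) female ES cells incubated 40 h at 37C, 5% CO2. LacZ is measured by BetaGlo luminescence, with AC50 and maximum efficacy derived from dose-response curves.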
Numbers without * were called inactive; ? = inconclusive; . = not tested or not shown; [ ] = remark or other dose. Unless noted, calls follow the shape of the dose curve; as a rule, active = well fitted curve in the direction sought with a large enough effect; inconclusive = small, poorly fitted or top-dose-only effect, or another doubt; inactive = no such curve, though single readings can be large; an effect the other way counts as inactive or inconclusive. Unless noted, % is scaled to controls: 0 for no effect and ±100 for the full control effect; potency is read from the fitted curve at half-maximal effect.

SMILES | p53ts 39C kill | IkB sig inh | p53ts 32C tox | Imprint erasure
CCCc1cc(=O)[nH]c(Nc2cc(C)cc(C)c2)n1 | 2% | -2.4% | 3% | 3%[10.9 µM]
Cc1cc(C)cc(NC(=O)CSc2nc3c(oc4ccccc43)c(=O)n2-c2ccccc2)c1 | 21% | . | -8% | .
COc1cc2c(cc1OC)C(COc1ccc3c(C)cc(=O)oc3c1)N(C(=O)c1ccccc1F)CC2 (stereo unspecified) | -20% | 0.0% | 7% | -10%[10.9 µM]
Cc1ccc(CSC2=Nc3ccccc3C3=NC(CCC(=O)NCc4cccs4)C(=O)N23)c(C)c1 (stereo unspecified) | -7% | 0.6% | 2% | -13%[10.9 µM]
COC(=O)[C@@]1(C)C=C[C@@H](Cc2ccccc2)N1C(C)=O | -4% | . | 4% | -8%
COc1ccc(C2=CC(c3ccc(N(C)C)cc3)n3nnnc3N2)cc1 (stereo unspecified) | ? | -1.6% | ? | -6%[10.9 µM]
CCOc1cccc(C(=O)Nc2nnc(-c3ccco3)s2)c1 | -12% | ? | ? | -77%[inhibitor]
CC(=O)NC(N1CCCCC1)C(F)(F)C(F)(F)C(F)(F)C(F)F (stereo unspecified) | 7% | 0.5% | -9% | -4%
CC(C)(C)c1ccc(C(=O)NC(Cc2c[nH]c3ccccc23)C(=O)OCC(=O)c2ccc(Br)cc2)cc1 (stereo unspecified) | 15% | ? | 7% | -12%[10.9 µM]
Nc1nc(Nc2cccc(Cl)c2)sc1C(=O)c1ccc(F)cc1 | 14% | ? | -1% | -12%[10.9 µM]

Part of the list above, tab-delimited.
SMILES	p53ts 39C kill	IkB sig inh	p53ts 32C tox	Imprint erasure
COc1cc2c(cc1OC)C(COc1ccc3c(C)cc(=O)oc3c1)N(C(=O)c1ccccc1F)CC2 (stereo unspecified)	-20%	0.0%	7%	-10%[10.9 µM]
Cc1ccc(CSC2=Nc3ccccc3C3=NC(CCC(=O)NCc4cccs4)C(=O)N23)c(C)c1 (stereo unspecified)	-7%	0.6%	2%	-13%[10.9 µM]

Carrying on.
SMILES | p53ts 39C kill | IkB sig inh | p53ts 32C tox | Imprint erasure
COC(=O)c1cc(OC)c(OC)cc1N | 11% | . | -7% | .
CC1(C)Cc2cccc(OCC(=O)O)c2O1 | -2% | 1.9% | 4% | 1%
NS(=O)(=O)c1ccc(N=Nc2cc3ccccc3c(C(=O)O)c2O)cc1 | 6%[9.22 µM] | ? | 9%[9.22 µM] | 12%[10.9 µM]
Cc1ccc(N2CC(C(=O)N3CCCc4ccccc43)CC2=O)cc1 (stereo unspecified) | 10% | 3.4% | 7% | ?
Cc1cccc(-c2nc3c(cnn3-c3ccccc3)c(=O)n2-c2ccc(Br)cc2)c1 | -13% | -0.1% | 1% | -9%[10.9 µM]
C/C(N)=C(/C#N)C(=O)COC(=O)C(NS(=O)(=O)c1ccc(Cl)cc1)C(C)O (stereo unspecified) | 6% | 0.2% | -3% | 23%
CCOC(=O)NC(=O)CSc1nc(C)cc(C(F)(F)F)c1C#N | -20% | -0.7% | ? | -2%
Cc1nn(CC(=O)N2CCCCC2)c(=O)c2cc3occc3n12 | 13% | -1.0% | 7% | 26%[10.9 µM]
O=C(CCSc1nnc(-c2ccncc2)o1)Nc1ccc(F)cc1 | -6% | 1.1% | 3% | .
Cc1ccc(NC(=O)c2c(C)oc3ncnc(N4CCCCC4)c23)cc1Cl | -11% | 1.2% | -4% | 21%[10.9 µM]
COc1cccc(-c2csc3nnc(SCC(=O)NCc4cccs4)n23)c1 | -9% | -0.2% | -1% | -13%
CCC(Cc1ccccc1)NC(=O)Cn1ncc2c3ccccc3n(Cc3ccc(F)cc3)c2c1=O (stereo unspecified) | 10µM* | -2.1% | ? | -12%[10.9 µM]
CCn1c(SCC(=O)Nc2nnc(C)s2)nc2c(c1=O)SC(C)C2 (stereo unspecified) | 6% | -3.9% | 18% | -20%
CCOc1ccc(S(=O)(=O)n2ccc(C)n2)c2ccccc12 | -6% | 4.2% | -9% | -4%
O=C(O)c1nnsc1-c1ccc(-c2snnc2C(=O)O)cc1 | -4%[9.22 µM] | 3.6%[11.4 µM] | -4%[9.22 µM] | -21%[10.9 µM]
COCCCNC(=O)c1cn(Cc2c(F)cccc2Cl)nn1 | -3% | -0.6% | -8% | 6%
CC1(C)CC(=O)C(C=NCc2ccc3c(c2)OCO3)=C(O)C1 | 9% | -3.3% | 0% | -4%
Nc1cc(=O)[nH]c(SCC(=O)N2CCCc3ccccc32)n1 | 6% | . | -4% | .
O=C(O)CCNc1ccccc1C(=O)O | -3%[9.22 µM] | -0.2%[11.4 µM] | 3%[9.22 µM] | ?
CCOC(=O)c1cc2c(=O)n3ccccc3nc2n(Cc2ccco2)c1=NC(=O)c1ccccc1OC | ? | ? | -2% | -11%[10.9 µM]
CCOC(=O)C1C(=O)NC(N2CCc3ccccc32)=NC1c1ccccc1 (stereo unspecified) | 2% | 0.3% | 9% | -10%
COc1ccccc1-c1nc(S(=O)(=O)c2ccccc2)c(N2CCC(C)CC2)o1 | 1% | ? | 8% | -14%[10.9 µM]
CCC(=Nc1ccc(N)cc1)C1=C(O)C(C(=O)OC)C(C)(C)CC1=O (stereo unspecified) | -4% | -2.3% | 3% | -8%
Cc1cccc2sc(NC(=O)CNS(=O)(=O)c3ccc(Br)s3)nc12 | -16% | ? | -3% | 0%
CCCCNc1cc(NC2CCCCC2)c2c3c(onc13)-c1ccccc1C2=O | ? | 3.9% | 8% | -7%[10.9 µM]
Cc1cc(C(=O)OCC(=O)N2CCN(c3ccccc3)CC2)c2ccccc2n1 | 2% | 1.7% | 4% | -2%
Cc1ccc(C2/C(=C(/O)c3ccc(Br)cc3)C(=O)C(=O)N2Cc2ccco2)o1 (stereo unspecified) | 6% | 0.3% | 13% | -25%
CC(=O)Nc1ccc(S(=O)(=O)N2CCN(c3cccc(C)c3C)CC2)cc1 | -9% | ? | 17% | -19%
CCc1ccccc1NS(=O)(=O)c1ccc2[nH]cc(C(=O)N3CCCCC3)c(=O)c2c1 | -7% | 2.8% | 12% | -3%[10.9 µM]
COc1ccc(N2CCN(Cc3nc4c(c(=O)[nH]c(=O)n4C)n3CC(C)=O)CC2)cc1 | 16% | 2.2% | 10% | -5%

In the list so far, 4 contain a Cl atom.
SMILES | p53ts 39C kill | IkB sig inh | p53ts 32C tox | Imprint erasure
Nc1nc(Nc2cccc(Cl)c2)sc1C(=O)c1ccc(F)cc1 | 14% | ? | -1% | -12%[10.9 µM]
C/C(N)=C(/C#N)C(=O)COC(=O)C(NS(=O)(=O)c1ccc(Cl)cc1)C(C)O (stereo unspecified) | 6% | 0.2% | -3% | 23%
Cc1ccc(NC(=O)c2c(C)oc3ncnc(N4CCCCC4)c23)cc1Cl | -11% | 1.2% | -4% | 21%[10.9 µM]
COCCCNC(=O)c1cn(Cc2c(F)cccc2Cl)nn1 | -3% | -0.6% | -8% | 6%

(list continues)
SMILES | p53ts 39C kill | IkB sig inh | p53ts 32C tox | Imprint erasure
COc1cccc(CNC(=O)CN(c2ccc(C(C)C)cc2)S(=O)(=O)c2c(C)noc2C)c1 | -2% | -0.1% | 9% | 13%[10.9 µM]
CCc1ccccc1NC(=O)CCNS(=O)(=O)c1ccc2c(c1)CCCC(=O)N2 | -4% | -0.6% | 2% | -3%[10.9 µM]
COc1cc(NC(=O)c2cc3cc4cc(OC)ccc4nc3o2)cc(OC)c1 | -31% | 0.9% | -3% | -4%[10.9 µM]
O=C(NCC(=O)N(c1ccc(F)cc1)C(C(=O)NCC1CCCO1)c1ccccc1)c1ccco1 (stereo unspecified) | 3% | 3.2% | -7% | 3%
NC(=O)C1CCN(C(=O)c2cc3n(n2)C(C(F)(F)F)CC(c2ccco2)N3)CC1 (stereo unspecified) | 1% | -1.7% | 2% | -5%
CCOc1ccc(N(CC(=O)NCc2cccs2)S(=O)(=O)c2c(C)noc2C)cc1 | 11% | 0.4% | 2% | -16%
O=C(CN1CCN(Cc2ccccc2Cl)C1=O)NC1CCCCCCC1 | -5% | 0.7% | -6% | -12%
COCCn1c(=N)c(C(=O)NCC2CCCO2)cc2c(=O)n3ccccc3nc21 (stereo unspecified) | 4% | 2.1% | -3% | 15%[10.9 µM]
Cn1nc(C(=O)Nc2ccc(S(=O)(=O)N3CCCCC3)cc2)ccc1=O | -24% | 0.4% | 7% | -16%
N=c1n(Cc2ccccc2)c2ccccc2n1CC(O)COc1ccccc1 (stereo unspecified) | -12% | 9.1% | -10% | -11%
CC(C)C(c1nnnn1Cc1cccs1)N1CCN(c2ccccc2)CC1 (stereo unspecified) | -1% | 0.1% | 13% | -5%
Cc1ccccc1CN1C(=O)c2ccccc2Sc2ccc(C(=O)NCCc3ccccc3)cc21 | -18% | -0.4% | 17% | ?
COc1cc(NC(=O)c2cc3ccccc3o2)c(OC)cc1Br | -16% | . | -2% | .
CCN(CC(=O)NCc1ccc(F)cc1)CC(O)COCc1cccc(OC)c1 (stereo unspecified) | -7% | 6.1% | 2% | -6%
Cc1ccc(/C(O)=C/C(=O)C(=O)NNC(=O)C(O)(c2ccccc2)c2ccccc2)cc1 | 9% | . | -10% | .
O=C(NCC(c1ccco1)S(=O)(=O)c1cccs1)c1ccc(F)c(F)c1 (stereo unspecified) | 4% | 0.3% | -2% | -6%[10.9 µM]
CCOC(=O)CCC(=O)Nc1ccccc1C(N)=O | 10% | -2.3% | 3% | 15%
Cc1ccccc1NC(=O)c1ccc(F)c(S(=O)(=O)N2CCc3ccccc3C2)c1 | ? | -0.5% | 2% | ?
COc1ccc2[nH]cc(CCNc3ncncc3-c3ccccc3C)c2c1 | -3% | 12%[11.4 µM] | -11% | -19%
Cc1ccc2oc3c(c(=O)c2c1)C(c1cccc(Cl)c1)N(CCCN1CCOCC1)C3=O (stereo unspecified) | 8% | -1.4% | -10% | -15%
O=C(CC1N=C2c3ccccc3N=C(SCc3ccccc3F)N2C1=O)NCc1cccs1 (stereo unspecified) | 15% | -0.2% | 12% | -16%[10.9 µM]
CCOCCCNC(=O)c1c(-c2ccccc2)noc1C | -2% | 3.5% | 4% | 2%
CCCNc1nc2c(c(=O)[nH]c(=O)n2C)n1CCc1ccccc1 | -6% | -1.4% | -15% | 2%
Nn1c(SCC(=O)Nc2ccc3c(c2)OCO3)nnc1C1CC1 | 8% | 0.8% | -19% | -3%
CCOC(=O)O[C@]1(C(=O)COC(=O)CC)CC[C@@H]2[C@@H]3CCC4=CC(=O)C=C[C@@]4(C)[C@H]3[C@H](O)C[C@]21C | -1%[20.6 µM] | ? | -2%[20.6 µM] | -13%[16.8 µM]
O=C(Cn1c(=O)oc2cc(S(=O)(=O)N3CCCC3)ccc21)NCc1ccc(Cl)cc1 | -8% | ? | -15% | 5%[10.9 µM]
Cc1ccc(OCC(=O)Nc2ccc3c(c2)nc(CCN2CCOCC2)n3C)cc1 | -15% | ? | -15% | -14%
N#Cc1nc(Cc2cccc3ccccc23)oc1NCc1ccc2c(c1)OCO2 | 4% | -1.2% | -3% | 2%
O=C(NCCc1ccccc1)c1ccc2c(c1)N(Cc1ccccc1Cl)C(=O)c1ccccc1S2 | 16% | 0.1% | 11% | 19%[10.9 µM]
COc1ccccc1N(CC(=O)Nc1ccc(F)c(F)c1)S(C)(=O)=O | 2% | 5.4% | -1% | -14%
O=C(CSc1nnc(-c2cccnc2)n1Cc1ccco1)Nc1nc(-c2ccc(F)cc2)cs1 | -29% | ? | -11% | -17%
CCCc1nc2ccccc2c(=O)n1/N=C/c1c(C)[nH]n(-c2ccc(C)cc2)c1=O | 4% | -0.7% | 5% | -10%
